Screens deposited in PubChem BioAssay by The Scripps Research Institute Molecular Screening Center.
TTR transcr act: increases transthyretin transcription | hit rate 1.3% among 92,000 | SH-SY5Y TTR promoter Gaussia luciferase, luminescence; 100% = recombinant luciferase protein wells | activation, % at 16.7 µM;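 active = activation above the mean of all tested compounds plus 3 SD, cut at about 9.5% in these data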;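 also: cells exposed to compounds for one day before reading; 0% = median of all test compound wells on the plate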
* marks the source's active call; other numbers are inactive results. These rows are one share of the data (hit frequency here may not be typical).

SMILES	TTR transcr act
CCOc1ccccc1NC(=O)N1CCCC1C(=O)Nc1nnc(CC)s1 (stereo not given)	2.5
Cc1cc(C)nc(SCC(=O)NC2CCCCC2C)n1 (stereo not given)	1.2
COc1ccccc1NC(=O)N1CCN(c2ccccn2)CC1	4.6
Clc1ccc(CSc2nnc(NC3=NCCCCC3)s2)cc1	5.4
O=c1c2ccccc2nc(SCc2cc(F)cc3c2OCOC3)n1Cc1ccco1	1.9
C=CCN(Cc1ccc(OC)cc1OC)C(C#CCCCC)c1ccccc1 (stereo not given)	-1.1
CCCc1ccc(OCc2ccc(C(=O)NCc3cccnc3)o2)c(OC)c1	-2.4
CC(=O)c1cccc(NC(=O)c2ccc([N+](=O)[O-])o2)c1	-2.5
O=C(O)/C=C/C(=O)Nc1ccc(Cl)c(C(=O)O)c1	-1.1
COc1cc(NC(=O)c2cccs2)ccc1NC(=O)c1ccccc1Cl	1.6
COc1ccccc1NS(=O)(=O)c1cc(NC(=O)c2ccccc2[N+](=O)[O-])ccc1N1CCOCC1	-0.5
Cn1c(=O)c2c(-c3ccccc3)n(-c3ccccc3N)cc2n(C)c1=O	-2.1
Cc1ccc(CN[C@@H]2CC[C@@]34CCCN3C(=O)CCC[C@H]4C2)cc1	9.2
Cc1ccc(N(O)C(C)(C)C)cc1	2.0
NC(=O)CC(NC(=O)c1cccc(Br)c1)c1ccc(N2CCC(N3CCCC3)CC2)c([N+](=O)[O-])c1 (stereo not given)	-0.4
CC(C)C1NCCc2c1sc1ccccc21 (stereo not given)	1.0
CCC(C)(C)NC(=O)CN(Cc1cccs1)C(=O)CCC(=O)Nc1nccs1	0.3
COc1ccccc1C(=O)Nc1ccc(-c2nnn(CC(=O)N3CCN(C(=O)c4ccco4)CC3)n2)cc1	-1.8
CC(c1ccccn1)C(C)(O)C(C)c1ccccn1 (stereo not given)	-0.3
COC(=O)c1sc(NC(=O)CN2CCN(c3cccc(Cl)c3)CC2)c(C(=O)OC)c1C	2.7
O=C(CC[C@H]1O[C@@H](n2cnc3c(NC(=O)c4ccccc4)ncnc32)[C@H](O)[C@@H]1O)NCc1ccco1	0.8
Cc1ccccc1CN(C)C[C@@H]1OCc2cnnn2CCCC(=O)N([C@@H](C)CO)C[C@H]1C	-0.6
Cc1cccc(Nc2nnc(SC3CCOC3=O)s2)c1C (stereo not given)	0.1
Cc1sc2cc(-c3cccc([N+](=O)[O-])c3)c(-c3cccc([N+](=O)[O-])c3)c[n+]2c1C	3.0
O=C1CN(C(=O)c2ccccn2)c2ccccc2N1	0.1
OCCN1CCN(c2cc(C(F)(F)F)nc3c(F)cccc23)CC1	0.4
CCOC(=O)CSc1nc(-c2ccncc2)ccc1C#N	24*
CCCCOC(=O)Cn1c(=O)n(CC(=O)OCCCC)c2ccccc21	5.8
COc1ccccc1Cc1c(-c2cccc(Br)c2)nc2ccc(Br)cn12	-3.6
COCCNC(=O)Cn1nc(C)c([N+](=O)[O-])c1C	-1.6
CN(C)N1C(=O)c2c(Cl)c(Cl)c(Cl)c(Cl)c2C1=O	1.6
CC(C)[C@@H]1Cc2[nH]n(C)c(=O)c2[C@H](c2ccc(F)cc2)O1	1.3
CCC(C)[C@H](NC(=O)[C@H](CC(C)C)NC(=O)OC(C)(C)C)C(=O)N[C@@H](Cc1ccccc1)C(=O)OC (stereo not given in full)	0.1
Cc1nn(CC(=O)Nc2cccnc2)c(=O)c2ccccc12	-0.5
N=C(N)n1c(N)nc2ccccc2c1=O	1.1
Cc1cccc(NC(=O)CCOc2ccccc2)c1	0.4
Fc1cccc(Cl)c1CN1CCN(c2nc3ccccc3s2)CC1	0.6
CC(=O)c1cccc(NC(=O)C(C)OC(=O)C2=NNC(=O)CC2)c1 (stereo not given)	0.0
CCc1c(C)sc(NC(=O)c2noc(C)c2[N+](=O)[O-])c1C#N	3.9
CC1CCCC(C)N1C(=O)COC(=O)c1ccccc1O (stereo not given)	-0.2
CN(C)[C@@H](CO)c1nnc([C@H](Cc2ccc(O)cc2)NC(=O)C2CCNCC2)o1	-4.2
COCCNC(=O)CN1C(=O)CSc2cc(S(=O)(=O)N3CCCCCC3)ccc21	0.2
CC(C)(C)C(=O)NC1CCN(S(=O)(=O)c2cccc(C(F)(F)F)c2)CC1	2.8
CSc1nnc(NC(=O)c2cc3ccccc3oc2=O)s1	5.0
CCOc1ccc(Br)cc1C(=O)Nc1ccc(C(=O)NCC(C)C)cc1	1.3
COc1ccc(Cc2nnc(N)s2)cc1OC	4.3
O=C(NCc1cccs1)C1CCCN(C(=O)Nc2ccc(F)cc2)C1 (stereo not given)	2.9
CSc1ccccc1NC(=O)C1CCCN(S(C)(=O)=O)C1 (stereo not given)	1.9
CC(=O)NCCc1ccc(C(=O)CSc2nnc(C3CC3)n2C2CC2)cc1	0.4
COc1ccc(S(=O)(=O)Nc2ccc3c(c2)C(=O)N([C@H](C)CO)C[C@H](C)[C@@H](CN(C)S(=O)(=O)c2ccc(OC)cc2)O3)cc1	0.5

Following part:
SMILES	TTR transcr act
Cc1cc(C(=O)Nc2c(C)nn(Cc3ccccc3)c2C)on1	-0.3
C=CCOc1ccc(/C=C/C(=O)Nc2ccc(C(=O)NC)cc2)cc1	1.7
Cc1ccccc1Nc1c(-c2ccccn2)nc2ccccn12	-2.0
CCOC(=O)[C@@]12CCC3=C1N(CCC3)C(=O)[C@H](CC(=O)NCc1cccs1)C2	0.1
CCOc1ccc(OCc2cccc(C(=O)N(CC)CC)c2)cc1	-2.4
CCOc1ccc(NC(=O)Nc2cc(C)on2)cc1	-0.4
CCc1cc(C(=O)Cc2nc3ccccc3[nH]2)c(O)cc1O	4.5
Nc1nc(Nc2ccccc2Br)nc(C(F)(F)F)n1	0.9
CC1CCC(NC(=O)C2CCN(S(=O)(=O)c3ccc4nc5c(c(C(=O)O)c4c3)CC(C)CC5)CC2)CC1 (stereo not given)	-0.4
CCSC1=N/C(=C\c2ccc(C)s2)C(=O)S1	-1.8
Cc1ccccc1-c1cccc([C@@H]2C[C@H]3[C@H](CON3C)CN2S(=O)(=O)c2ccccc2C)c1	-2.6
COc1ccc(NS(=O)(=O)c2ccc(SC)cc2)cc1	0.6
COc1cccc(-n2c(Cn3nc(C(F)(F)F)cc3C)n[nH]c2=S)c1	4.8
O=C(NCCN1CCN(c2ccccc2)CC1)c1cccc(Br)c1	4.0
Cc1nc2ccccc2c(=O)n1NC(=O)/C=C/c1ccc(Br)cc1	1.0
COc1ccc2c(c1)c1nnc(SCC(=O)N3CCCCC3C)nc1n2C (stereo not given)	-1.6
COc1ccc(C(=O)NN)cc1	-2.1
Cc1onc(-c2ccccc2)c1C(=O)N/N=C/c1ccco1	0.1
COc1ccc(C(CC(=O)c2ccc(O)cc2)S(=O)(=O)c2ccc(C)cc2)cc1 (stereo not given)	2.1
COc1ccccc1CCC(=O)OC(C)C(=O)Nc1c(C)n(C)n(-c2ccccc2)c1=O (stereo not given)	0.2
CN(Cc1ccccc1)C(=O)COC(=O)c1ccc(Cl)c(N)c1	1.1
Cc1ccc(S(=O)(=O)N2CC(=O)NC(=O)C2)cc1	-0.2
CCCC1=Nc2cc(C(=O)NCCCN3CCOCC3)ccc2Sc2ccccc21	-2.3
O=C(CSc1nnc(-c2ccccc2F)n1C1CC1)Nc1cccnc1Cl	-0.3
O=C(CNC(=O)c1ccc2c(c1)OCO2)N/N=C/c1cccc([N+](=O)[O-])c1	0.7

Single values from the results shown:
CC(=O)NCCc1ccc(C(=O)CSc2nnc(C3CC3)n2C2CC2)cc1 in TTR transcr act → 0.4
Cc1ccc(N(O)C(C)(C)C)cc1 in TTR transcr act → 2.0
COc1ccc(C(=O)NN)cc1 in TTR transcr act → -2.1
COCCNC(=O)Cn1nc(C)c([N+](=O)[O-])c1C in TTR transcr act → -1.6
Nc1nc(Nc2ccccc2Br)nc(C(F)(F)F)n1 in TTR transcr act → 0.9
Cc1ccccc1Nc1c(-c2ccccn2)nc2ccccn12 in TTR transcr act → -2.0

Going on with the list:
SMILES	TTR transcr act
COC(=O)C1CCN(C(=O)c2ccc3oc(Cc4ccc(Cl)cc4)nc3c2)CC1	-1.4
C=CCn1c(=NC(=O)C2CCCCC2)sc2cc(NC(C)=O)ccc21	1.3
CC1(OC(=O)CCc2ccccc2)C(=O)C=C2C=C(c3ccc(C#N)cc3)N(CCc3ccccn3)C=C2C1=O (stereo not given)	0.0
Cc1cc(N2CCOCC2)ccc1/C=C1\NC(=O)N(CC(=O)Nc2ccc(F)cc2)C1=O	2.0
COc1cc(/C=C(\C#N)C(=O)NCC2CCCO2)ccc1OC(C)C (stereo not given)	-1.8
CCOC(=O)C(NC(C)=O)C(=O)Nc1c(C)cccc1C (stereo not given)	-0.2
N#CCSc1nnc(-c2ccc(F)cc2)n1N	0.8
O=C(/C=C/c1ccccc1)Nc1ccc(Cl)cn1	-2.6
CCn1c(C)[n+](Cc2ccccc2)c2ccc(C(=O)OC)cc21	-0.3
CCOC(=O)c1cnc2cc3c(cn2c1=O)CCCC3	5.7
CCC(c1nnnn1-c1ccc2c(c1)OCCO2)N1CCN(C/C=C/c2ccccc2)CC1 (stereo not given)	-0.5
COc1cc(/C=N/N2CCN(c3ccccc3OC)CC2)ccc1O	-1.1
Cc1nc(-n2nnc3ccccc32)c2c3c(sc2n1)CCCC3	-0.5
CCCCCCn1nc(C(=O)OCC(=O)c2c(N)n(C)c(=O)n(C)c2=O)c2ccccc2c1=O	0.8
O=C(NCc1ccccc1CN1CCCCC1)c1ccccc1N1CCCC1=O	0.3
CC(C)Cc1nnc(NC(=O)CCC(=O)Nc2ccc3cn[nH]c3c2)s1	-0.1
O=C(NCSC1=NCCS1)c1ccccc1	3.5
CC(C)N(Cc1cnn(C)c1)Cc1nc(-c2ccc(Cl)cc2)no1	0.1
Cc1cc(C)cc(NC(N)=S)c1	-0.8
Cc1cccc(N(C)c2cc(-c3ccc(F)cc3)nc3ccnn23)c1	2.4
CCCCCCCNc1cccc(C)c1	-0.9
CC1(C)N([O-])c2cc([N+](=O)[O-])ccc2[N+]1=O	0.2
NC(=O)c1cc(S(=O)(=O)N2CCCCC2)cs1	2.9
CCCS(=O)(=O)N1CCN(CC2CC=CCC2)CC1 (stereo not given)	0.9
CCc1ccc2[nH]c(C(=O)Nc3ccc4c(c3)OCO4)cc2c1	-1.6
CC(C(=O)Nc1ccccc1Br)c1ccc([N+](=O)[O-])cc1 (stereo not given)	-0.5
O=C(COc1ccc(S(=O)(=O)N2CCOCC2)cc1)NCc1ccccc1	-0.5
COc1cccc(Cn2cc(COC(=O)NCCc3c[nH]c4ccccc34)nn2)c1	-0.2
COc1ccc(C(c2oc(CO)cc(=O)c2O)c2oc(CO)cc(=O)c2O)cc1OC	-0.4
CSCC[C@H](NC(=O)C1CCN(S(=O)(=O)c2ccc(C)cc2C)CC1)c1nc2ccccc2[nH]1	-1.0
CN(C)S(=O)(=O)c1cccc(-c2nn(-c3ccccc3)cc2/C=C(\C#N)c2nc3ccccc3[nH]2)c1	-2.1
COc1ccc(-c2csc(NC(=S)NC(=O)c3cccs3)n2)cc1Br	-0.2
O=C(NCCC1=CCCCC1)C(=O)NCC(c1ccco1)N1CCN(c2ccccc2F)CC1 (stereo not given)	1.0
CCOC(=O)C(=O)/C(=C\N(C)C)c1onc(-c2c(F)cccc2Cl)c1C(=O)OC	1.0
Cc1cc([N+](=O)[O-])nn1CCCC(=O)Nc1cc(Oc2ccc(F)cc2)cc([N+](=O)[O-])c1	0.7
COc1cccc(NC(=O)Nc2ccc3nsnc3c2)c1	-3.4
COc1cccc(-c2ccc(SCc3ccccn3)nn2)c1	1.2
CC(C)(O)CN(C(=O)c1ccccc1)C1CCCCC1	-2.2
COc1ccc(C)cc1N/C(N)=N/c1nc(C)cc(C)n1	4.3
O=C(Nc1cccc(F)c1)c1ccc2c(c1)OCCO2	-0.6
Cc1ccc(/C=C/C(=O)NC(=S)N2CCN(C)CC2)cc1	0.0
COc1cc(C2Oc3ccccc3C=C2[N+](=O)[O-])cc(OC)c1OC (stereo not given)	-6.0
CN(C)[C@H]1CCN(c2cccc3c2S(=O)(=O)N2CC[C@H](C2)O3)C1	1.4
COc1ccc(-c2coc3c(C(=O)NCCN(C)C)cccc23)c(C)c1	-2.8
Cc1ccc(CNC(=O)c2nn(C)c3c2CS(=O)(=O)c2ccccc2-3)cc1	-1.2
CCCNC(=O)C(Cc1ccc(C(F)(F)F)cc1)NC(=O)c1ccc2ccccc2n1 (stereo not given)	-2.0
Nc1nc(SCc2c(F)cccc2Cl)[nH]c(=O)c1-c1ccccc1	0.5
Cn1c(=O)[nH]c(=O)c2c1nc1n2CC(O)CN1c1ccccc1 (stereo not given)	0.0
O=C(O)c1ccc([N+](=O)[O-])cc1-c1cc([N+](=O)[O-])ccc1C(=O)O	0.1
COc1ccc(OC)c(NC(=O)c2nc3ccccc3s2)c1	0.3

Records listed above printed as active in TTR transcr act.
SMILES	TTR transcr act
CCOC(=O)CSc1nc(-c2ccncc2)ccc1C#N	24*

The list continues.
SMILES	TTR transcr act
COc1cc2ccccc2cc1C(=O)N(CCN(C)C)c1nc2c(C)cccc2s1	1.6
Cc1ccc(C)c(/C(O)=C2/C(=O)C(=O)N(CCN3CCOCC3)C2c2ccc(C)o2)c1 (stereo not given)	3.0
Cc1ccccc1-c1cc(C(=O)NCc2ccc(OC(F)(F)F)cc2)n(CC2CC(c3cccnc3)=NO2)n1 (stereo not given)	0.8
CCOc1ccc(N(CC(=O)N/N=C/c2cccnc2)S(C)(=O)=O)cc1	7.0
COc1ccc(/C=N/NC(=O)Cc2cccs2)cc1	-1.4
Cc1ccc(C(=O)NCc2ccc(N3CCN(C)CC3)cc2)cc1C	-0.1
O=C(COC(=O)c1ccc(F)cc1Cl)NC1CCCCCCC1	0.7
